CF NFkB block = cystic fibrosis NF-kB activation inhibition; 360,000 compounds, 0.86% hits; inhibition, % at 5 µM; KKLEB NF-kB-GFP reporter, PAF-induced, GFP fluorescence overnight;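 active = at least 50% inhibition at 5 µM, scaled per plate between neutral and stimulator controls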;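 also: PAF is a Pseudomonas aeruginosa culture filtrate used as stimulus; plate controls were PAF-stimulated DMSO wells for no effect and unstimulated DMSO wells for full effect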
HIF-2a inh = blocks HIF-2a reporter activity | 786-0 RCC cells HIF-2a reporter, luciferase luminescence, overnight | inhibition, % at 18.8 µM | 360,000 compounds, 0.72% hits;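 active = inhibition of the luminescence signal of 40% or more relative to plate controls, in a single-dose primary screen at 18.75 µM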
KKLEB tox = CF airway cell cytotoxicity counter-screen; activity change (cytotoxicity), % at 5 µM; KKLEB CF airway cells viability, ATPlite luminescence, overnight; hits give low values; cells stimulated with P. aeruginosa culture filtrate; 360,000 compounds, 0.36% hits; AID 602141;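 active = corrected activity change at or below -50% at 5 µM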
iPSC survival up = enhancers of human iPSC single-cell survival; AID 602274; 360,000 compounds, 0.044% hits; hiPSC single-cell survival, ATPlite luminescence; 100% = ROCK inhibitor wells, 0% = DMSO; survival enhancement, % at 20 µM; in the data active = survival enhancement above about 18%;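 also: cells exposed to compounds for 16 hours before the ATP read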
TRPM1 prom inh = reduces MITF-dependent TRPM1 promoter luciferase signal; SK-MEL-5 TRPM1 promoter luciferase, 24 h; inhibition, % at 12.5 µM; 330,000 compounds, 0.83% hits; AID 488899;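 active = mean inhibition across replicates of 60% or more, whatever share of single replicates reaches that level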; also: values of inactives mirror those of a sister screen read the other way
NR2E3 ag-1 = activates human photoreceptor nuclear receptor NR2E3; Q9Y5X4; GST-NR2E3/biotin-RetCOR TR-FRET, 1536-well; inhibition of corepressor binding, % at 4.78 µM; 320,000 compounds, 0.12% hits; AID 2300;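 active = percent inhibition above the cutoff of mean plus 3 SD of all tested compounds, set per screening campaign, cut at about 20% in these data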;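 also: 0% = DMSO wells and 100% = biotin wells as full block of FRET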
Target sequence (Q9Y5X4 whole entry, looked up): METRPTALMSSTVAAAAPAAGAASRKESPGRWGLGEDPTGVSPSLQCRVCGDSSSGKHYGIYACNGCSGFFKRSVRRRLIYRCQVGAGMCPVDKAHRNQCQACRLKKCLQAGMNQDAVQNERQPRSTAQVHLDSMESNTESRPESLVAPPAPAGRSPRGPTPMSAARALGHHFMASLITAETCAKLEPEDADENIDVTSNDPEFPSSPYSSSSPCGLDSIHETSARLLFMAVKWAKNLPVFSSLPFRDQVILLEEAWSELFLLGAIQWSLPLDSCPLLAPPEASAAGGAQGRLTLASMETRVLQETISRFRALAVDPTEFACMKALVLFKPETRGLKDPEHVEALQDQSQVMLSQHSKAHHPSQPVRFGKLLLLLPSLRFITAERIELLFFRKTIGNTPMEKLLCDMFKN
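System: GST-tagged NR2E3 plus biotinylated RetCOR corepressor; Buffer or medium: pH 7.5 Tris-based buffer; Probe or stimulus: RetCOR corepressor, biotinylated, 7 nM; Doses: compound at 4.8 µM, single dose; Schedule: 5 h incubation at 4 °C; Technique: time-resolved FRET; Evaluation: percent inhibition of TR-FRET ratio; Replication: one well per compound, singlicate testing.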
Peg3 prom inh = Peg3 promoter activity inhibition. inhibition, % at 20 µM. 360,000 compounds, 1.7% hits. AID 588405. HeLa PEG-Prom luciferase reporter, luminescence, overnight;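 active = inhibition of at least 50% at 20 µM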
LMP1 NFkB inh = inhibitors of Epstein-Barr LMP1-induced NF-kappaB reporter. 350,000 compounds, 0.69% hits. inhibition, % at 12.5 µM. LMP1-induced NF-kappaB luciferase reporter cells, luminescence; in the data active = inhibition above about 41%;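 also: 0% = neutral control wells and 100% = reference inhibitor control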
NR2E3 ag-2 = activates human NR2E3 receptor. CHO-S Gal4-NCOR/VP16-NR2E3 two-hybrid, luciferase. inhibition of corepressor binding, % at 3.98 µM. 360,000 compounds, 0.35% hits. AID 602229;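 active = inhibition above the mean of all tested compounds plus 3 SD, cut at about 70% in these data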;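 also: 0% = DMSO with NR2E3 transfected cells and 100% = cells lacking NR2E3 construct; higher means lower luciferase signal from less NR2E3 corepressor binding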
Shn3 inh set2 = reduces Shn3 3'UTR luciferase signal in osteoblasts; Clone20 osteoblast Shn3 3'UTR firefly luciferase, 24 h; inhibition, % at 12.5 µM; 360,000 compounds, 0.52% hits;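 active = mean inhibition of at least 75% with every replicate also reaching 75%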;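 also: 0% = median of neutral control wells and 100% = pilot-screen positive control compound; some compounds past the cut are filed as inactive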
C8 TRAIL sens = sensitizes caspase-8 expressing cells to TRAIL; inhibition (viability loss, TRAIL sensitization), % at 10 µM; AID 624354; 360,000 compounds, 1% hits; NB7+C8 cells + TRAIL, ATPlite viability luminescence;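 active = compounds causing at least 50% loss of cell viability in the single-dose screen, relative to plate controls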
Active calls of the source: *; x = not tested or not shown. Some of the compounds tested, so the mix of outcomes need not match the whole.

SMILES | CF NFkB block | HIF-2a inh | KKLEB tox | iPSC survival up | TRPM1 prom inh | NR2E3 ag-1 | Peg3 prom inh | LMP1 NFkB inh | NR2E3 ag-2 | Shn3 inh set2 | C8 TRAIL sens
CCS(=O)(=O)Nc1ccc(-c2ccc(NS(=O)(=O)CC)c(OC)c2)cc1OC | 16 | 9 | -6 | 0.3 | 7 | 3 | 30 | 7 | 12 | 22 | -3
C/C(=N\NC(=O)COc1ccc2ccccc2c1)c1cccs1 | -7 | -87 | 6 | 1.4 | 0 | 3 | -39 | -6 | -3 | 4 | 21
COc1cc2[nH]c(=S)nc(NCc3ccc(Cl)cc3)c2cc1OC | -14 | 14 | -7 | -0.2 | 3 | 2 | 10 | 3 | 30 | 9 | 10
Cc1cccc(C)c1C(O)c1ncc(-c2cccc3ccccc23)[nH]1 (configuration not stated) | 11 | 18 | -8 | -2.0 | x | x | 7 | x | 5 | 15 | 14
Cc1ccc(S(=O)(=O)c2nc(S(=O)(=O)CCO)sc2N2CCOCC2)cc1 | 8 | 15 | -5 | 3.4 | 22 | 1 | 11 | 1 | -2 | -12 | -4
NC(=O)c1sc2nccc(Nc3ccccc3)c2c1N | 73* | -15 | 4 | 3.6 | -19 | -1 | -41 | 65* | -30 | -8 | -5
O=C(Nc1ccc(S(=O)(=O)N2CCCCC2)cc1)C1CC1 | 5 | 13 | -2 | -0.5 | 7 | -1 | 17 | 2 | -3 | 15 | 7
COc1cccc(CNC(=O)CCS(=O)(=O)c2cc3c(cc2C)NC(=O)CO3)c1 | 0 | 12 | 3 | 2.3 | 8 | 1 | 12 | 13 | 25 | -6 | -5
Fc1ccc(Nc2nc(NCc3ccccc3)nc3ccsc23)cc1 | 36 | -97 | -12 | -4.1 | x | x | -49 | x | 55 | 17 | 23
COC(=O)c1cc2n3ccccc3c(C)c(-c3ccccc3)c-2c1C(=O)OC | -1 | 10 | -1 | -0.6 | 2 | 59* | 2 | 2 | -13 | 14 | -5

The final two entries of the section before open the next one:
SMILES | CF NFkB block | HIF-2a inh | KKLEB tox | iPSC survival up | TRPM1 prom inh | NR2E3 ag-1 | Peg3 prom inh | LMP1 NFkB inh | NR2E3 ag-2 | Shn3 inh set2 | C8 TRAIL sens
Fc1ccc(Nc2nc(NCc3ccccc3)nc3ccsc23)cc1 | 36 | -97 | -12 | -4.1 | x | x | -49 | x | 55 | 17 | 23
COC(=O)c1cc2n3ccccc3c(C)c(-c3ccccc3)c-2c1C(=O)OC | -1 | 10 | -1 | -0.6 | 2 | 59* | 2 | 2 | -13 | 14 | -5
CC1=C(C#N)C(c2cccnc2)C2=C(CC(C)(C)CC2=O)N1 (configuration not stated) | -9 | -3 | 6 | -5.5 | 7 | -4 | 6 | -4 | -23 | -8 | -1
O=S1(=O)c2ccccc2Nc2ccccc21 | 1 | 21 | -9 | -0.9 | -5 | -1 | 11 | 5 | -11 | -38 | -21
O=P(O)(CCc1ccccc1)C(O)c1ccccc1 (configuration not stated) | -17 | 14 | 4 | 4.1 | 13 | -1 | 6 | 4 | 5 | 2 | 7
CCn1c(SCCN2CCCCC2)nc2c1c(=O)n(C)c(=O)n2C | -11 | 8 | 4 | -0.8 | -2 | x | 7 | -8 | 6 | 5 | -1
COCc1nc(-c2cc(Br)ccc2OC)no1 | -3 | 7 | 1 | 3.1 | 12 | 2 | -8 | 2 | 23 | 53 | -18
CCNc1nc(NCc2ccccc2)nc(SCC(=O)Nc2ccccc2)n1 | 2 | 26 | 7 | 1.3 | 8 | 0 | 27 | -1 | -4 | 2 | 3
O=C(CSc1nnc(-c2ccncc2)n1CC1CCCO1)Nc1nccs1 (configuration not stated) | -3 | 13 | 2 | 2.7 | -7 | 4 | 5 | 6 | -18 | -5 | -3
CCOc1ccccc1OCCCC(=O)Nc1ccc(OC)nc1 | -3 | 5 | 13 | -2.2 | 7 | 3 | 7 | -8 | -11 | -29 | -4
CCCCn1c(N)c(N(CC(C)C)C(=O)c2oc3ccc(Br)cc3c2C)c(=O)[nH]c1=O | -18 | 10 | -6 | 0.1 | 6 | -1 | 6 | 0 | -5 | 48 | 19
COc1cc(NC(=O)c2ccco2)c(OC)cc1NC(=O)CSc1nnc(-c2cccs2)n1C | 10 | 10 | 8 | 5.1 | 0 | -1 | -5 | 4 | -8 | -10 | 14
Cc1ccc(CCNC(=O)CSCc2ccc(F)cc2)cc1 | -2 | 1 | 2 | 0.6 | 10 | 4 | -4 | 5 | -30 | -3 | 7
Cc1ccc(C(=O)c2ccccc2C(=O)O)cc1C | 12 | 11 | 8 | -0.2 | 10 | 2 | -20 | 2 | -6 | -24 | -3
CCNc1ccc(C(=O)OCC(=O)NC(=O)NCC(C)C)cc1[N+](=O)[O-] | -2 | 14 | 6 | -0.1 | -7 | 0 | 7 | 5 | -9 | -6 | 7
O=C(NCCOc1ccccc1)C1CCC(=O)N(CCCN2CCCC2=O)C1 (configuration not stated) | 3 | -3 | 19 | -0.5 | -11 | -3 | 7 | -4 | -34 | -6 | -12
CCCCCn1c(=O)[nH]c2cc(C(=O)NCCN3CCOCC3)ccc2c1=O | 1 | 5 | 10 | -1.2 | -9 | -2 | 0 | 6 | 10 | -6 | 0
c1ccc(COCCN2CCN(CCOCc3ccccc3)CC2)cc1 | -10 | -2 | -14 | 4.0 | -8 | -2 | 4 | 1 | 8 | 10 | 11
OCCNC1=NCCN1 | 5 | 14 | 7 | -1.0 | 8 | 4 | -2 | 0 | -15 | 5 | 26
N=C1C(=O)OCC1c1cc(Cl)ccc1NC(=O)Nc1ccccc1 (configuration not stated) | -5 | -5 | 2 | 4.2 | 7 | -3 | 12 | 12 | -15 | 16 | -8
COc1cccc(CN(C)C(=O)c2cccc(OCc3ccccc3)c2)c1 | 0 | -1 | 4 | 0.1 | 6 | 2 | 20 | -8 | -13 | 3 | -6
CC1CCCCC1NC(=O)CSc1nnc(-c2ccncc2)n1CCCN(C)C (configuration not stated) | -7 | 10 | 9 | 0.4 | -5 | -5 | 0 | 1 | -20 | 0 | -7
O=C(NCCCN1CCOCC1)c1c(-c2ccccc2)sc2ccccc12 | 5 | -7 | 2 | -2.0 | -1 | x | -19 | 9 | -2 | 7 | 18
COc1ccc(NS(=O)(=O)c2cc(NC(=O)/C=C/c3cc(OC)c(OC)c(OC)c3)ccc2N2CCCCC2)cc1 | -8 | 1 | 9 | 1.4 | -13 | -3 | 27 | -4 | -7 | 9 | -12
COc1cccc(NC(=O)N2CCC(C(N)=O)(N3CCCCC3)CC2)c1 | -14 | 0 | 6 | -0.4 | 4 | 2 | 11 | 3 | -5 | -1 | -3
CCc1nc2ccc(C(=O)Nc3ccc(OC)c(OC)c3)cn2c1N(C)Cc1ccc(OC)cc1 | 21 | -16 | -25 | -2.5 | x | x | 17 | x | 9 | 18 | -4
COc1ccccc1NC(=O)c1cc2ccccc2o/c1=N\O | 1 | -146 | -7 | 0.7 | -9 | 1 | -87 | -15 | -86 | -33 | -1
CC(=O)c1ccc(N2CCN(C(=O)c3ccc(NC(=O)C4CCCO4)cc3)CC2)cc1 (configuration not stated) | 1 | -51 | -15 | -1.1 | 1 | 0 | -20 | -2 | -27 | -49 | -9
CCc1nn(CC(=O)NCCCN2CCOCC2)c(=O)c2cc3sccc3n12 | -13 | 12 | 3 | -0.2 | -9 | -2 | -1 | 7 | -29 | 2 | -20
O=C(N/N=C/c1ccc(Cl)cc1Cl)C(=O)NC1CC1 | -5 | 9 | 5 | -0.7 | 4 | 0 | -17 | -3 | -4 | -37 | -5
CCOc1ccc(C2=Nn3c(nnc3-c3ccccc3OC)SC2)cc1 | 48 | 21 | -10 | -2.0 | 42 | -1 | 18 | 4 | 25 | 39 | -8
Cc1ccc(NC(=O)C(C)N2CCc3ccccc3C2)cc1 (configuration not stated) | 14 | -12 | -4 | 0.2 | -5 | 5 | 4 | -7 | -21 | 3 | -2
CCOC(=O)N(C)C[C@H]1OCc2cnnn2CCCC(=O)N([C@@H](C)CO)C[C@@H]1C | 18 | 6 | -12 | -1.1 | x | x | -14 | 1 | 12 | -7 | -14
Cc1cccc2cc(-c3ccccc3)c(-c3ccccc3)c[n+]12 | 8 | 27 | -18 | -2.3 | -9 | 3 | 27 | 1 | -23 | 52 | -3
O=C(COC(=O)CNC(=O)c1ccc(Cl)cc1Cl)Nc1ccc(N2CCOCC2)cc1 | -19 | -10 | 2 | -0.5 | -1 | -1 | -2 | -3 | -11 | -40 | -5
CC1(C)C(=O)OC(C(=O)c2ccc(C(C)(C)C)cc2)C(C)(C)C1=O (configuration not stated) | 1 | -9 | -2 | 7.6 | -3 | -1 | -10 | 2 | -6 | 0 | -15
Cc1ccc(-n2nnnc2SC(C)C(=O)NCC(=O)Nc2ccc(F)c(F)c2F)c(C)c1 (configuration not stated) | -7 | 15 | -4 | -1.7 | 4 | 2 | 24 | 8 | 16 | 9 | 0
COc1ccc2nc(N=Nc3ccc(N(C)C)cc3)sc2c1 | 7 | -138 | -74* | -5.3 | 23 | x | 25 | 20 | -31 | 19 | 94*
Cc1ccc([C@H]2C[C@@H](n3cc(C4CC4)nn3)[C@H](O)CN2C(=O)C2CCCCC2)cc1 | 11 | 2 | -6 | 6.6 | x | x | 13 | 1 | -22 | -24 | -6
CC(C)c1ccc2[nH]c3c(c2c1)CCC/C3=N\NC(=O)c1ccncc1 | -6 | 23 | -5 | -0.6 | 10 | 1 | 3 | -13 | -23 | 18 | 27
O=C(c1cccs1)c1ccccc1Cc1cccs1 | -12 | -27 | 22 | -3.0 | -13 | x | 0 | 0 | -12 | -2 | 4
CCN(CC)C(=O)c1sc(NC(=O)C(C)C)c(C#N)c1C | 17 | 15 | 6 | 0.6 | -1 | -1 | 5 | -1 | -13 | -19 | 3
CC(CN1CCCC1)OC(=O)c1ccc(Br)cc1 (configuration not stated) | 8 | 6 | 8 | -0.1 | x | -3 | 4 | -1 | -10 | -1 | -2
CC1CC(C)CN(CCCNC(=O)c2csc3c2CCCCC3)C1 (configuration not stated) | 0 | 11 | -3 | -0.7 | 0 | -4 | -7 | 8 | -15 | -17 | -8
CCc1cccc(CC)c1NC(=S)NC(C)c1ccccc1 (configuration not stated) | 44 | 18 | -10 | -2.5 | -4 | 1 | 37 | 0 | 29 | 17 | -5
CCC1CCCCN1CCCNC(=O)CN1C(=O)COc2ccccc21 (configuration not stated) | -18 | 13 | 19 | -0.1 | -3 | 5 | 4 | 2 | 15 | -5 | 3
OCC[C@H]1C[C@@H](O)[C@H](O)[C@@]2(CCc3ccccc3O2)O1 | -3 | 10 | -5 | -2.3 | 0 | -1 | 6 | 12 | -7 | -1 | -14

Structures listed above that bear a hit mark in NR2E3 ag-1.
SMILES	CF NFkB block	HIF-2a inh	TRPM1 prom inh	NR2E3 ag-1	Peg3 prom inh	LMP1 NFkB inh	NR2E3 ag-2	Shn3 inh set2
COC(=O)c1cc2n3ccccc3c(C)c(-c3ccccc3)c-2c1C(=O)OC	-1	10	2	59*	2	2	-13	14
